# Source: PubChem
# dFosB activator: activators of mouse delta FosB homodimer; actives 0.99% (n = 340,000); purified delta FosB, TAMRA-CDK5 oligo fluorescence polarization; percent of positive-control signal above neutral wells; activation, % at 25 µM; AID 493131;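 active = mean activation above about 17%, with every replicate also reaching it, limit read from the data, passing the limit was not always enough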;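 also: fluorescence polarization rise as delta FosB binds a TAMRA Cdk5 AP-1 oligo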
# Target sequence (P13346 whole entry, looked up): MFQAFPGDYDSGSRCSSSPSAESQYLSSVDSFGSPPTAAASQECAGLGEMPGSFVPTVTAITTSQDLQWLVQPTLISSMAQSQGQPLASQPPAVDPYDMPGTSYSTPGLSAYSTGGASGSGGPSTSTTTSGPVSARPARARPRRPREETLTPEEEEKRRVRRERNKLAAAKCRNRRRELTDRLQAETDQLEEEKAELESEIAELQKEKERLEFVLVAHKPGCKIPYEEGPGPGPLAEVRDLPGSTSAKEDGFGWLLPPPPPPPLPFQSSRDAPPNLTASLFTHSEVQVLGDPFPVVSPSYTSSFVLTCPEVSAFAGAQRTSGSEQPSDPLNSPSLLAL
# HTR5A inv ag: HTR5A inverse agonism, opioid heterodimer counter-screen; P47898; HTR5A cell line, luminescence; inhibition, % at 9.3 µM; actives 0.083% (n = 340,000); AID 504634; in the data active = inhibition mostly above about 23%, no sharp cut-off; inactive = mostly below about 18%;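 also: 0% = cells with DMSO and 100% = no-cell wells with DMSO; some compounds called inactive have numbers as strong as hits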
# CDK5 p35 inh: blocks human CDK5/p35 kinase activity; Q00535+Q15078; Recombinant CDK5/p35, ADP-Glo luminescence, 60 min; inhibition, % at 10 µM; actives 0.01% (n = 330,000); AID 488839;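 active = highest replicate inhibition of at least 50% and at least 75% of replicates reaching 50%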;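 also: plate controls were DMSO neutral control for no effect and GW8510 at 10 µM for full effect; many of its hits are not listed in these tables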
# Target sequence (Q00535 whole entry, looked up): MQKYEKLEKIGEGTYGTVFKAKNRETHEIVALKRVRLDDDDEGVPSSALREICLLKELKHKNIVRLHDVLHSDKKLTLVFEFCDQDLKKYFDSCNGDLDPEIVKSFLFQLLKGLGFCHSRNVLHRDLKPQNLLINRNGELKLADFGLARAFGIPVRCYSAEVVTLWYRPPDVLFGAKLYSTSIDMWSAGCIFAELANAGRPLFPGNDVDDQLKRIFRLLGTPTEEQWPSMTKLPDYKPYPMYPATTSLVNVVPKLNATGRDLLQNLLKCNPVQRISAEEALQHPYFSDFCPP
# Target sequence (Q15078 whole entry, looked up): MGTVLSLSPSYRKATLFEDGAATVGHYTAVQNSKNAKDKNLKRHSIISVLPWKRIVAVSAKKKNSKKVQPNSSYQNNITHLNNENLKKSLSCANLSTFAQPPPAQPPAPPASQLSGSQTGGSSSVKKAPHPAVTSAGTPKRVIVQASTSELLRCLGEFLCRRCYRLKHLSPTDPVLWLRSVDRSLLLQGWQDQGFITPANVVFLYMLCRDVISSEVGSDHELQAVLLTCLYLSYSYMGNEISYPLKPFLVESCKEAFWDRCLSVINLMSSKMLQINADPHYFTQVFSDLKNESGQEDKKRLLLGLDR
# MITF act: increases MITF-driven TRPM1 promoter luciferase signal; actives 0.75% (n = 300,000); AID 588334; SK-MEL-5 TRPM1-promoter luciferase, 24 h; % of positive control, neutral wells = 0; activation, % at 12.5 µM;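 active = mean activation of at least 80% with every replicate also reaching 80%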;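 also: 0% = neutral control wells and 100% = parthenolide positive control wells; values of inactives mirror those of a sister screen read the other way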
# NSD2 HMT inh: inhibitors of human histone methyltransferase NSD2 | inhibition, % at 12.5 µM | actives 0.54% (n = 310,000) | NSD2 peptide methylation, AlphaScreen, 120 min | O96028 | AID 743445; in the data active = inhibition above about 50%
# PvdQ acylase: P. aeruginosa PvdQ acylase inhibition. purified PvdQ acylase, fluorescence plate reader. inhibition, % at 10 µM. actives 0.063% (n = 340,000). AID 488965; in the data active = inhibition above about 30%, passing the limit was not always enough;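 also: 0% = vehicle neutral wells and 100% = reference inhibitor wells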
# V-ATPase pH: alters yeast V-ATPase proton transport; S. cerevisiae, pHLuorin cytosolic pH fluorescence; response, % at 10 µM; actives 0.37% (n = 350,000); AID 504577; in the data active = response mostly above about 7.3%, no sharp cut-off; inactive = mostly below about 5.4%; also: actives read high; inactives centre near 0; some compounds called inactive have numbers as strong as hits; reference of the scale not given here
# HTR5A ag ctr: activates human HTR5A in OPRM1-OPRD1 agonist counter-screen; P47898; HTR5A agonist assay, luminescence, cell-based; activation, % at 9.3 µM; actives 0.61% (n = 340,000); in the data active = activation mostly above about 9.5%, no sharp cut-off; inactive = mostly below about 7.6%;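 also: 0% = cells with vehicle only and 100% = reference agonist; strong numbers were not always called active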
# Wnt bcat act: Wnt/beta-catenin pathway activation; Wnt/beta-catenin reporter cell assay, activator, plate reader; activation, % at 9.35 µM; actives 1.2% (n = 300,000); in the data active = activation above about 30%, passing the limit was not always enough;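 also: 0% = neutral control wells and 100% = positive control wells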
# SR-BI HDL uptake: inhibitors of mouse SR-BI mediated HDL lipid uptake; actives 0.96% (n = 320,000); inhibition, % at 12.5 µM; Q61009; ldlA[mSR-BI] CHO cells, DiI-HDL uptake fluorescence, 3 h;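 active = mean replicate inhibition of at least 70% and a set share of replicates each scoring 70 or more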;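 also: 0% = median of neutral control wells and 100% = median of positive control wells; values of inactives mirror those of a sister screen read the other way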
# Numbers without * were called inactive; nt = not tested or not shown. An unsorted share of the library. About 5% of those tested had a hit in this group.
# Each structure is followed by: dFosB activator	HTR5A inv ag	CDK5 p35 inh	MITF act	NSD2 HMT inh	PvdQ acylase	V-ATPase pH	HTR5A ag ctr	Wnt bcat act	SR-BI HDL uptake
1. CCOc1ccc(NC(=O)CC2S/C(=N/N=C3CCCCCC3)NC2=O)cc1 (centres undefined)
 : -9	9	-1.6	5	-7	1	-4	-3	-3	-4
2. O=C(Cc1n[nH]c(=O)c2ccccc12)NCc1ccc(Cl)cc1
 : -17	-3	0.0	-6	-2	-23	-2	0	-1	-7
3. CCN1CCN(CC(O)COCc2ccccc2)CC1 (centres undefined)
 : 1	-23	3.4	3	1	10	3	0	nt	-15
4. Cc1ccc(NC(=O)C2CCN(S(C)(=O)=O)CC2)c(C)c1
 : 4	19	-0.3	nt	-1	-3	-1	-6	-1	16
5. COc1ccc(NC(=O)Cn2nnc(-c3ccccc3NS(=O)(=O)c3ccccc3)n2)cc1
 : -5	-18	-1.6	-16	-3	-14	0	1	nt	1
6. O=C(CN1CCCC1)Nc1ccccc1Sc1ccc(Cl)cc1
 : -2	1	0.5	11	0	7	-2	-1	-1	-13
7. CCOC(=O)C1=C(C)OC(N)=C(C#N)C1c1cc2c(cc1Br)OCO2 (centres undefined)
 : -3	6	0.7	nt	-2	13	-3	-2	4	-12
8. CCC1Oc2ccccc2N(CC(=O)NCc2cccs2)C1=O (centres undefined)
 : 3	-5	-5.8	-9	-2	6	12*	2	-3	1
9. COc1cc(NC2c3ccccc3C(=O)N2Cc2ccccc2Cl)cc(OC)c1OC (centres undefined)
 : 2	1	1.4	0	1	-16	-5	5	1	nt
10. CC(=O)Nc1sc2c(c1CN1CCN(c3ccccn3)CC1)CCCC2
 : -3	-2	-3.1	-8	20	-8	1	3	-4	-22
11. CC(NC(=O)c1cc(S(=O)(=O)N(C)C)ccc1N1CCCC1)C1CC2CCC1C2 (centres undefined)
 : -8	0	0.3	-5	-1	-7	0	0	-4	-25
12. c1ccc2c(c1)oc1c(NCC3CCCO3)ncnc12 (centres undefined)
 : -10	4	0.2	17	-2	-7	-1	5	54*	-40
13. O=C(COc1ccc(C(=S)N2CCOCC2)cc1Cl)Nc1ccccc1Cl
 : -4	-5	-1.4	37	-1	-11	0	2	3	48
14. CC(OC(=O)c1cccc(S(=O)(=O)N2CCCCC2)c1)C(=O)NC1CCCCC1C (centres undefined)
 : -9	-7	-3.9	-1	-1	-18	-1	-4	1	33
15. C[C@H](CO)N1C[C@H](C)[C@@H](CN(C)S(C)(=O)=O)Oc2ccc(NC(=O)Cn3cnnn3)cc2C1=O
 : -1	1	0.3	3	nt	-10	-1	0	-2	2
16. COc1ccc(/C=C(\C#N)C(=O)N=CN(C)C)cc1
 : -3	-6	1.5	-4	-3	-13	-7	-1	-4	3
17. S=c1nc(NCc2cccc(Cl)c2)c2ccccc2[nH]1
 : 45*	7	1.1	-5	-1	-11	6	-2	-2	14
18. Cc1nc2c(C(=O)NCc3ccccc3Cl)c[nH]n2c(=O)c1Cl
 : -12	10	-1.4	9	1	-7	-1	1	-3	-29
19. CC1CC(C)(C)CC2(C1)NC(=O)N(CC(=O)N1CCN(S(=O)(=O)c3cccs3)CC1)C2=O (centres undefined)
 : -5	26	-2.1	7	10	-17	3	-11	1	-15
20. O=C(CCCCl)N1CCc2[nH]c3ccccc3c2C1
 : -5	2	2.1	-5	nt	-11	0	-1	-3	-9
21. COc1ccccc1-c1cnn2c(N3CCOCC3)cc(C)nc12
 : -9	3	-1.3	48	-5	-7	1	-1	15	28
22. O=C1CC2c3ccccc3C1C1C(=O)N(Cc3ccccc3)C(=O)C21 (centres undefined)
 : 6	-7	-2.6	2	-3	-17	-3	3	-1	-8
23. COC(C[C@H](O)C[C@H](O)[C@H](C)OCc1ccccc1)OC
 : 4	-4	-0.1	0	nt	5	2	1	-2	-9
24. Cc1ccnc(SCCn2c(N3CC(C)CC(C)C3)nc3c2c(=O)n(C)c(=O)n3C)n1 (centres undefined)
 : -8	-24	-0.8	nt	1	-18	0	8	nt	nt
25. Cc1ccc(C(=O)N2CCC(n3nccc3NC(=O)c3ccccc3C)CC2)cn1
 : -4	2	0.7	3	-2	-14	-1	-2	0	3
26. O=C(Cc1c[nH]c2ccccc12)NCc1ccc2c(c1)OCO2
 : 1	14	1.3	11	3	-7	0	2	nt	-5
27. COc1cc(CNc2nc3ccccc3n2C)cc(OC)c1OC
 : -7	-18	3.2	-1	-1	12	7	3	nt	-5
28. Cn1ncc(Cl)c1C(=O)N1CCN(C(=O)c2ccco2)CC1
 : 1	10	1.0	-6	0	-7	-2	-4	-6	-29
29. COc1cccc(C(=O)NCCOc2cc(C)cc(C)c2)c1
 : -6	0	0.8	-1	0	-10	2	0	nt	11
30. Cc1ccc(SCC2=NNC(=O)C2)cc1
 : -3	-15	0.0	8	0	-1	-2	8	-3	-15
31. Cc1sc(NC(=O)C2C3CCC(O3)C2C(=O)O)c(C(=O)OC(C)C)c1-c1ccc(Cl)cc1 (centres undefined)
 : 4	17	-0.8	-2	25	-16	-2	-6	nt	9
32. O=C(CN1C(=O)NC2(CCCC2)C1=O)OCc1ccccc1F
 : -7	-6	2.0	6	0	-4	1	2	2	-5
33. CC(C)(C)n1nnnc1C(c1ccc(F)cc1)N1CCN(Cc2ccc3c(c2)OCO3)CC1 (centres undefined)
 : -12	25	0.4	-10	nt	-9	1	-2	nt	-6
34. CC(=O)Oc1ccc(C(=O)Nc2ccccc2NC(=O)c2ccc(OC(C)=O)cc2)cc1
 : -12	-6	-1.9	19	-5	-6	-4	2	-1	59
35. O=C(N/N=C/c1cccnc1)c1ccc(NC(=O)c2ccc(F)cc2)cc1
 : 1	5	-0.5	2	0	2	6	-1	3	24
36. Cc1ccc(NC2CCCN(C(=O)c3ccccc3N3CCOCC3)C2)cc1C (centres undefined)
 : -5	10	0.6	-1	9	5	3	-3	0	3
37. O=C(Nc1ccc(S(=O)(=O)N2CCCCC2c2cccnc2)cc1)c1ccccc1F (centres undefined)
 : -13	-2	1.2	12	-2	-6	0	1	-7	-21
38. NC(=O)COC(=O)c1ccc(-c2ccc(O)cc2)cc1
 : 1	13	2.4	23	-3	-11	-1	-5	11	-23
39. O=C(O)CCCNS(=O)(=O)c1ccc(NCc2ccccc2)c(C(=O)O)c1
 : 9	13	1.3	-7	0	-10	0	-5	-4	-27
40. CCSc1nc(C)c(C)c(=O)[nH]1
 : 1	12	-1.4	5	1	3	0	-3	1	-21
41. Cc1c(C#N)c2ccccc2n1CC(=O)N1CCCC1
 : 5	23	1.0	-2	-1	-14	2	5	-3	4
42. O=C(CN1C(=O)c2ccccc2C1=O)N1CCN(C(=O)c2ccco2)CC1
 : -1	-3	-0.8	6	-1	-11	5	0	nt	11
43. CC1CN(Cc2cnc(Cl)s2)CC(C)O1 (centres undefined)
 : -3	-24	-0.3	5	-6	-5	-1	2	-2	-5
44. COc1ccccc1CNC(=O)C/C(C)=N/NC(=O)Cc1ccccc1
 : -2	1	0.4	nt	-7	-8	2	0	-3	-5
45. N#Cc1ccccc1OCC(=O)OCC(=O)c1c[nH]c2ccccc12
 : -12	-14	0.3	-10	-1	1	-1	5	-3	-21
46. O=[N+]([O-])c1ccc(O)c(/C=N/n2c(CO)nc3ccccc32)c1
 : -4	14	0.7	-4	-3	-2	5	2	0	-22
47. COc1cc2cc(CN(CCCN3CCOCC3)Cc3nnnn3Cc3ccccc3)c(=O)[nH]c2cc1OC
 : -2	-35	0.1	4	0	5	1	0	-2	-17
48. Cc1cccc(N2CCN(Cc3nc(CC4CC4)no3)CC2)n1
 : 2	-25	0.4	4	-2	-10	-3	-3	5	-7
49. O=C(NCc1cccs1)C(=O)c1cn(CC(=O)N2CCCC2)c2ccccc12
 : 3	-5	0.1	8	-5	-3	-1	2	-2	22
50. C=CCNC(=O)C1CCN(c2ccc(S(=O)(=O)N3CCOCC3)cc2Cl)CC1
 : -4	6	0.8	1	-1	0	-4	3	0	4
51. COc1ccc(/C=C(/Sc2nnc(-c3ccc(Cl)cc3)o2)C(=O)O)cc1
 : 36*	6	2.4	-10	-2	-11	-3	-2	0	-2
52. CN(C(=O)COC(=O)CCC1CCCCC1)c1c(N)n(Cc2ccccc2)c(=O)[nH]c1=O
 : 1	14	0.9	-5	-1	-8	2	-5	-6	-16
53. CCOc1cc(-c2noc(N)c2C#N)cc(OCC)c1OCC
 : 11	-1	0.4	2	1	-8	1	5	-5	42
54. COc1cc2sc3cc(NCc4ccc5c(c4)OCO5)ccc3c(=O)c2cc1OC
 : -5	-12	-1.2	49	nt	-7	1	4	15	73*
55. CCCCCn1c(=O)c(Cc2ccccc2)c(O)c2ccccc21
 : -7	-16	-2.7	-7	1	2	6	-4	nt	-29
56. CN(C)S(=O)(=O)N1CCC(Oc2ccc(C(=O)NCC(C)(C)CO)cc2)CC1
 : 0	-21	-1.2	-8	0	6	-2	7	-1	2
57. Clc1ccccc1C1=CC(c2ccco2)n2nnnc2N1 (centres undefined)
 : -7	-3	-1.3	-2	3	-10	-3	-1	-14	-3
58. Cc1nc(SCc2ccccc2)c(C(F)(F)F)c(=O)[nH]1
 : -1	11	-1.4	-2	0	-4	3	1	nt	-24
59. Cc1ccc(S(=O)(=O)Nc2c(C)n(C)n(-c3ccccc3)c2=O)c(C)c1
 : -2	-21	0.6	-6	-1	-13	1	0	0	-7
60. CCOCCOc1cccc(C(=O)NC(c2ccccc2)C(C)C)c1 (centres undefined)
 : 2	-5	-0.2	-7	-2	5	5	-6	-1	nt

# Looked up above:
# compound 50 – V-ATPase pH = -4
# compound 36 – dFosB activator = -5
# compound 49 – dFosB activator = 3

# Back to the main list; the 3 compounds before the break are reprinted first.
# Each structure is followed by: dFosB activator	HTR5A inv ag	CDK5 p35 inh	MITF act	NSD2 HMT inh	PvdQ acylase	V-ATPase pH	HTR5A ag ctr	Wnt bcat act	SR-BI HDL uptake
58. Cc1nc(SCc2ccccc2)c(C(F)(F)F)c(=O)[nH]1
 : -1	11	-1.4	-2	0	-4	3	1	nt	-24
59. Cc1ccc(S(=O)(=O)Nc2c(C)n(C)n(-c3ccccc3)c2=O)c(C)c1
 : -2	-21	0.6	-6	-1	-13	1	0	0	-7
60. CCOCCOc1cccc(C(=O)NC(c2ccccc2)C(C)C)c1 (centres undefined)
 : 2	-5	-0.2	-7	-2	5	5	-6	-1	nt
61. COc1cc(/C=C(\NC(=O)c2ccccc2)C(=O)NC(C(=O)O)c2ccccc2)cc(OC)c1OC (centres undefined)
 : 2	6	0.1	3	nt	-6	-2	1	-1	-2
62. COC(CNC(=O)c1ccc2c(c1)ncn2-c1cc(C)cc(C)c1)OC
 : -16	-9	0.2	9	2	-14	-2	2	6	38
63. COc1ccc(CNC(=O)C[C@H]2C(=O)N(Cc3ccccc3)C[C@@H]2Cc2ccccc2)cc1
 : 2	-7	1.3	-6	nt	-4	-1	3	-1	7
64. COc1cccc(OC2OC3COC(C)(C)OC3C(O)C2NC(C)=O)c1 (centres undefined)
 : -3	1	-0.4	-11	nt	-8	-3	0	-4	nt
65. CC(C)(CN1CCNCC1)NS(=O)(=O)c1ccc(Cl)cc1
 : -6	9	0.5	14	1	8	1	-4	-5	-28
66. CCc1ccc(NC(=O)c2cnccn2)cc1
 : -1	-8	1.8	nt	20	-16	-4	2	6	-5
67. CN(c1ccccc1)c1nc(N)c([N+](=O)[O-])c(NCCO)n1
 : 0	-21	1.0	15	-1	-8	4	3	6	6
68. COc1ccc(CCNC(=O)C(C)n2nc(C)c3c(C)n(-c4ccc(C)cc4)nc3c2=O)c(OC)c1 (centres undefined)
 : -9	13	1.8	-19	3	-11	1	4	-4	49
69. CNS(=O)(=O)c1ccc2c(c1)oc(=O)c1cc(S(=O)(=O)NC)ccc12
 : -4	12	-1.6	9	1	1	0	-2	2	-12
